Compound activity: PubChem BioAssay, Sanford-Burnham Center for Chemical Genomics
GRIN3A LBD mod = modulates the human NR3A ligand-binding domain. 2.5% of 340,000 active. Tm shift relative to glycine control, % at 25 µM. AID 1259313. NR3A LBD differential scanning fluorimetry, Tm shift; 0% = protein alone, 100% = glycine-bound protein;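 active means melting temperature shift of at least 10% of the positive control shift, at one fixed dose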
A3A deaminase = inhibitors of human APOBEC3A DNA deaminase; P31941; recombinant A3A, FAM/TAMRA ssDNA deamination fluorescence; inhibition, % at 20 µM; 0.41% of 330,000 active;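 active means at least 40% inhibition at 20 µM here, with at most 30% in a related deaminase screen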;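 further: plate controls were A3A with DMSO for no effect and wells lacking A3A enzyme for full effect; some results filed as inactive read as strong as hits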
Target sequence (P31941 whole entry, looked up): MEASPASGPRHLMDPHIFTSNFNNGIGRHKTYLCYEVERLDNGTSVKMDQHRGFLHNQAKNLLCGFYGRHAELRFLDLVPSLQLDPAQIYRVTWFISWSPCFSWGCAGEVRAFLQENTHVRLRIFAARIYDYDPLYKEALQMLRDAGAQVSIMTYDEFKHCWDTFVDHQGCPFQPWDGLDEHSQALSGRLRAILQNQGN
APOBEC3G inh = APOBEC3G (human) deaminase inhibition. recombinant A3G, ssDNA deamination FAM/TAMRA fluorescence. 0.28% of 330,000 active. inhibition, % at 20 µM. Q9HC16;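 active means inhibition of at least 40% at 20 µM, with no more than 30% in the related APOBEC3A deaminase screen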;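 further: plate controls were DMSO wells with A3G for no effect and wells lacking A3G enzyme for full effect; some compounds called inactive have numbers as strong as hits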
MPTP block = permeability transition pore inhibition; isolated mouse mitochondria, Ca2+ swelling absorbance, 30 min; inhibition, % at 10 µM; 1.4% of 360,000 active;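 active means inhibition of 50% or more, scaled per plate between neutral and stimulator controls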;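 further: 0% = DMSO wells given calcium and 100% = 1 mM EGTA wells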
beta cell repl = induces beta-cell replication in MIN6 cells. AID 2380. proliferation, % at 10 µM. MIN6 cells proliferation, ATPlite luminescence, 48 h; cells starved in 0.2% serum; 100% = growth in 10% serum. 0.29% of 330,000 active;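 active means compounds whose signal lies at least 3.5 SD above the mean of all wells on their plate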;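 further: 0% = DMSO-treated cells in low-serum medium and 100% = 10% serum control; some compounds called inactive have numbers as strong as hits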
hIAP activ = increases human intestinal alkaline phosphatase activity; P09923; purified human IAP, CDP-Star luminescence, 30 min; hits give high values; 1 = vehicle-only enzyme, 0 = enzyme-free background; activation factor at 10 µM; 0.16% of 330,000 active;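 active means activation factor of the enzyme at least 2-fold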; further: the source names both 10 and 20 µM as test concentration; values of inactives mirror those of a sister screen read the other way
Target sequence (P09923 whole entry, looked up): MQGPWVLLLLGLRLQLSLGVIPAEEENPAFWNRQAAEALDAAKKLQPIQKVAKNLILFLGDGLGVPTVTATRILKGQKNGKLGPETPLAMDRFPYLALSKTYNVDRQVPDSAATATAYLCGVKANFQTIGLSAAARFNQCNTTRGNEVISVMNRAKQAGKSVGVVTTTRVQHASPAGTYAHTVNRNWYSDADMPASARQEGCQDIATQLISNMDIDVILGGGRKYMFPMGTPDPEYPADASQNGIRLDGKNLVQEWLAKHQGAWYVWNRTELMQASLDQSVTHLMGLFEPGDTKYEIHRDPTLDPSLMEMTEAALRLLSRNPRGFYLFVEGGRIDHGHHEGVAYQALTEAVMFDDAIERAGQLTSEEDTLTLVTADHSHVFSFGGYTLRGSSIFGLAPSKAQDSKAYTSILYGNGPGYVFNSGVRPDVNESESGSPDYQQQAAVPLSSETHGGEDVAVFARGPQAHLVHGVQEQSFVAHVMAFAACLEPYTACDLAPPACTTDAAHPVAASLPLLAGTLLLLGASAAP
hIAP block = human IAP inhibition; P09923; inhibition, % at 10 µM; 0.12% of 330,000 active; purified IAP, CDP-Star luminescence, 30 min;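 active means inhibition reaching a set limit with compound at 10 µM in the primary screen, cut at about 35% in these data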;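 further: plate controls were DMSO wells with enzyme for no effect and no-enzyme buffer wells for full effect; values of inactives mirror those of a sister screen read the other way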
mIAP inh = blocks mouse intestinal alkaline phosphatase; purified mouse IAP, CDP-Star luminescence, 30 min; inhibition, % at 10 µM; 0.2% of 330,000 active;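 active means inhibition of at least 40% at 10 µM in the primary screen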;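 further: plate controls were DMSO with enzyme for no effect and no enzyme wells for full effect; values of inactives mirror those of a sister screen read the other way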
mIAP act = increases mouse intestinal alkaline phosphatase activity; muIAP, CDP-Star luminescence, 30 min; hits give high values; 1 = vehicle-only enzyme signal, 0 = enzyme-free wells; activation factor at 10 µM; 0.24% of 330,000 active;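 active means activation factor of at least 2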; further: the source names both 10 and 20 µM as test concentration; values of inactives mirror those of a sister screen read the other way
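System: Mouse IAP enzyme | Also added: CDP-Star substrate | Dosing: Compounds dispensed in DMSO | Schedule: 30 min enzyme-substrate-compound incubation at room temperature | Technique: Chemiluminescence readout | Control set: DMSO-only wells and no-enzyme negative control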
* hit, by the source's call; . = not tested or not shown.

Compound,MPTP block,hIAP activ,mIAP act,mIAP inh,GRIN3A LBD mod,beta cell repl,hIAP block,A3A deaminase,APOBEC3G inh
COc1ccc(NS(=O)(=O)c2ccc(N3CCCC3)c(NC(=S)Nc3cccc(C)c3C)c2)cc1,6.4,0.96,1.1,-10,3,-5,4,9,20
COc1ccccc1NC(=O)c1cccs1,1.2,0.88,0.95,5,-3,1,12,-3,-12
CCOC(=O)Cc1csc(NC(=O)C(CC(C)C)NC(=O)C2CCCCC2)n1 (stereo unspecified),1.1,1.1,0.94,6,-1,-3,-5,5,-1
COc1cc(OC)c(NC(=O)CN(C)S(=O)(=O)c2ccc3[nH]c(=O)oc3c2)cc1Cl,-0.3,1.2,0.36,64*,-4,-2,-21,2,1
O=C(Nc1ccc(F)cc1)N1CCN(c2ncccn2)CC1,0.7,1.3,0.98,2,0,-1,-34,-1,-3
CCOC(=O)CC1CCCCN1C(=O)c1ccc2nc(CCOC)oc2c1 (stereo unspecified),0.2,0.92,0.99,1,0,2,8,-1,-5
O=C(Nc1nnc(SCC(=O)N2CCCCC2)s1)c1ccc(F)cc1F,-0.1,0.81,0.92,8,0,-1,19,-5,-9
Cc1onc(-c2ccccc2)c1-c1csc(N/N=C/c2ccccc2)n1,13,1.1,1.1,-7,-11,-4,-10,0,3
Cn1cc(-c2cc(C(=O)O)on2)cn1,0.9,1.1,1.1,-12,-1,3,-14,-8,-4
COc1ccc(OC)c(NC(=O)CC2Oc3ccccc3NC2=O)c1 (stereo unspecified),0.4,1,1.1,-6,1,-2,-1,-6,-9
CCOC(=O)N1CCC(N2CC34C=CC(O3)C(C(=O)Nc3ccc(C)cc3)C4C2=O)CC1 (stereo unspecified),-1.8,1.1,1.1,-8,0,1,-12,1,4
O=C(c1cccc([N+](=O)[O-])c1)N1CCN(S(=O)(=O)N2CCCCC2)CC1,-0.1,1.1,0.98,2,-2,-2,-10,2,-3
CCc1ccc(OCc2nnc(-c3ccccc3Br)o2)cc1,2.8,1.1,1,-1,-1,-2,-6,-4,9
Cc1ccccc1-n1nc(C)c2cc(C(=O)N3CCN(S(=O)(=O)c4ccc(F)cc4)CC3)sc21,0.3,0.83,0.95,4,0,-3,17,0,-7
Cc1cc(C)c2nc(-c3cccnc3)cc(C(=O)NC(C)c3cnn(C)c3C)c2c1 (stereo unspecified),0.1,1,1,0,0,-2,-1,3,-11
O=C(Nc1ccccc1)c1ccc[nH]1,1.7,1,0.94,6,-7,-1,-2,-4,-7
NNC(=S)Nc1cc(S(=O)(=O)N2CCOCC2)ccc1N1CCOCC1,-0.6,1.1,0.86,14,3,-2,-12,-3,-3
CC(NC(=O)c1cc2ccccc2o1)c1cccs1 (stereo unspecified),-1.7,0.99,1,-5,-1,-2,1,-5,-2
N#CCOc1ccc(C2=NO[C@@H]3[C@@H]4C[C@@H]([C@H]5C(=O)N(c6ccc7c(c6)OCO7)C(=O)[C@@H]45)[C@H]23)cc1,1.5,1.1,0.94,6,-1,-3,-14,-2,-4
FC(F)(F)c1ccnc(N2CCN(Cc3cnc(-c4ccccc4)[nH]3)CC2)c1,0.2,1.1,1.2,-19,2,-2,-8,-1,-4
Cc1[nH]nc(Nc2ccc(O)cc2)c1[N+](=O)[O-],-0.3,0.84,1.1,-9,-40,-2,16,0,1
COCc1cc(C)nc2sc(C(=O)NN)c(-n3cccc3)c12,0.6,0.98,1.2,-16,2,0,2,0,-1
COc1ccc(OC)c(CNS(=O)(=O)c2cc(-c3cc(C)no3)ccc2OC)c1,-0.9,1.2,0.96,4,-13,0,-18,0,-3
CN(C)CCCNC(=O)c1ccc(-c2nc(-c3ccc(Cl)cc3)cs2)cc1,-10,0.99,0.92,8,-1,-6,1,5,6
Oc1ccc(Br)cc1/C=N/Nc1ncc(-c2ccccc2)cn1,7.3,1.2,0.88,12,4,-3,-21,2,-8

A stretch from further up, as a working copy:
Compound,MPTP block,hIAP activ,mIAP act,mIAP inh,GRIN3A LBD mod,beta cell repl,hIAP block,A3A deaminase,APOBEC3G inh
COc1ccc(NS(=O)(=O)c2ccc(N3CCCC3)c(NC(=S)Nc3cccc(C)c3C)c2)cc1,6.4,0.96,1.1,-10,3,-5,4,9,20
COc1ccccc1NC(=O)c1cccs1,1.2,0.88,0.95,5,-3,1,12,-3,-12
CCOC(=O)Cc1csc(NC(=O)C(CC(C)C)NC(=O)C2CCCCC2)n1 (stereo unspecified),1.1,1.1,0.94,6,-1,-3,-5,5,-1
COc1cc(OC)c(NC(=O)CN(C)S(=O)(=O)c2ccc3[nH]c(=O)oc3c2)cc1Cl,-0.3,1.2,0.36,64*,-4,-2,-21,2,1
O=C(Nc1ccc(F)cc1)N1CCN(c2ncccn2)CC1,0.7,1.3,0.98,2,0,-1,-34,-1,-3
CCOC(=O)CC1CCCCN1C(=O)c1ccc2nc(CCOC)oc2c1 (stereo unspecified),0.2,0.92,0.99,1,0,2,8,-1,-5
O=C(Nc1nnc(SCC(=O)N2CCCCC2)s1)c1ccc(F)cc1F,-0.1,0.81,0.92,8,0,-1,19,-5,-9
Cc1onc(-c2ccccc2)c1-c1csc(N/N=C/c2ccccc2)n1,13,1.1,1.1,-7,-11,-4,-10,0,3
Cn1cc(-c2cc(C(=O)O)on2)cn1,0.9,1.1,1.1,-12,-1,3,-14,-8,-4
COc1ccc(OC)c(NC(=O)CC2Oc3ccccc3NC2=O)c1 (stereo unspecified),0.4,1,1.1,-6,1,-2,-1,-6,-9
CCOC(=O)N1CCC(N2CC34C=CC(O3)C(C(=O)Nc3ccc(C)cc3)C4C2=O)CC1 (stereo unspecified),-1.8,1.1,1.1,-8,0,1,-12,1,4
O=C(c1cccc([N+](=O)[O-])c1)N1CCN(S(=O)(=O)N2CCCCC2)CC1,-0.1,1.1,0.98,2,-2,-2,-10,2,-3
CCc1ccc(OCc2nnc(-c3ccccc3Br)o2)cc1,2.8,1.1,1,-1,-1,-2,-6,-4,9
Cc1ccccc1-n1nc(C)c2cc(C(=O)N3CCN(S(=O)(=O)c4ccc(F)cc4)CC3)sc21,0.3,0.83,0.95,4,0,-3,17,0,-7

(listing goes on)
Compound,MPTP block,hIAP activ,mIAP act,mIAP inh,GRIN3A LBD mod,beta cell repl,hIAP block,A3A deaminase,APOBEC3G inh
Cc1c(CN2CCC(CO)(Cc3ccccc3)CC2)c2ccccc2n1C,-0.4,0.84,1.1,-7,1,-4,16,0,0
CC(=O)N1CCN(c2ccc(S(=O)(=O)N3CCOCC3)cc2[N+](=O)[O-])CC1,0.1,0.95,0.91,9,2,1,5,0,-1
COc1ccc(-n2ncc(Cl)c(Cl)c2=O)cc1,-0.4,1,0.89,11,-1,-5,-2,1,2
O=C(O)c1ccccc1C(=O)c1ccc(-c2ccccc2)cc1,0.0,1,1,-1,1,-2,-4,-2,7
Cc1cc2c(=O)n(CC(=O)N3CCN(c4ccccc4)CC3)cnc2s1,0.7,0.83,0.99,1,-1,-3,17,-6,-3
O=C(O)CCCCCNc1nc(=S)[nH]c2ccccc12,0.7,1.2,1,-2,0,1,-23,-2,-9
N#C/C(=C/c1ccc2c(c1)OCO2)C(=O)NCCc1c[nH]c2ccccc12,0.2,0.87,0.92,8,9,-3,13,-4,-5
C/C(=N\NC(=O)c1cc(C)nc2ccccc12)c1ccc([N+](=O)[O-])cc1,-2.1,0.76,0.96,4,0,6,24,-3,-5
COc1cccc(-c2coc3cc4oc(=O)c(CC(=O)O)c(C)c4cc23)c1,0.6,0.88,0.84,16,4,-1,12,-3,-4
COc1ccc(-c2nnc(-c3cc4ccccc4oc3=O)o2)cc1,0.5,0.99,1.1,-6,5,-4,1,2,-1
O=C(CSc1nc(O)cc(=O)[nH]1)N1c2ccccc2CCc2ccccc21,-0.6,0.93,0.88,12,2,2,7,-1,-3
CCc1ccc(/C=C2\SC(=S)N(CCCC(=O)Nc3ccccc3C(=O)O)C2=O)cc1,4.7,1,0.93,7,4,-6,-2,0,0
O=C(Nc1ccccc1N1CCCC1)c1cc2ccccc2o1,2.9,1.1,0.91,9,-6,-3,-6,3,-7
COC(=O)[C@@]1(Cc2ccc(OC)cc2)[C@H]2c3cc(C(=O)N4CCCC4)n(CCO)c3C[C@H]2CN1C(=O)c1ccccc1,.,0.95,1.1,-11,0,-2,5,-4,-13
COc1ccc(S(=O)(=O)N2CCCCC2)cc1C(=O)N1CCCCCC1,1.5,1.2,0.92,8,4,4,-16,-7,-8
Cc1cc(C)c(C(=O)CSc2nnc(N)s2)cc1C,0.3,0.96,1,-4,6,0,4,-3,-7
CCCCOC(=O)Nc1nc2ccc([N+](=O)[O-])cc2s1,-0.4,1.2,0.92,8,-1,-1,-16,0,-5
CCOC(=O)CC1(C)OCC(C[N+]2(C)CCCCC2)O1 (stereo unspecified),0.6,0.84,0.98,2,2,-1,16,78*,16
O=C(NCC(=O)N(c1cccnc1)C(C(=O)NCc1ccco1)c1ccccc1)c1ccco1 (stereo unspecified),-0.3,1,0.98,2,1,0,-3,0,1
CCOc1cc(CNC(C)C)c(Cl)cc1OCC(=O)NCCc1ccccc1,1.2,0.9,1,-4,-1,1,10,-4,-5
Cc1ccc(C(=O)Oc2ccc(Br)cc2C(=S)N2CCOCC2)cc1,1.2,0.89,0.94,6,0,-1,11,-6,-10
COc1ccc(-c2cc(=O)oc3c(C)c(OCC(=O)N[C@@H](Cc4ccc(O)cc4)C(=O)O)ccc23)cc1,-0.5,1,0.8,20,-5,1,0,-1,5
CCNS(=O)(=O)c1ccc(NC(=O)Nc2cccc(C(F)(F)F)c2)cc1,94*,1.1,2.2*,-122,39*,-4,-9,0,-3
C=CCSC(=C(C#N)C#N)c1cc2c([nH]1)CCCC2,8.0,0.65,0.79,22,-3,-7,35,-1,-8
COc1ccc(S(=O)(=O)Cc2ccc(C(=O)NCc3cccs3)o2)cc1,-2.0,0.94,0.95,5,-2,-2,6,2,-3
O=C(NCCCN1CCCC1=O)c1cccc(NS(=O)(=O)c2ccccc2)c1,-1.9,1.1,0.96,4,2,-3,-12,0,-4
Cc1ccc2nc(C)cc(C(=O)NC3CCCCCC3)c2c1,-1.2,1.1,1.1,-7,-2,1,-11,8,-7
COC(=O)[C@]1(Cc2ccccc2)N[C@H](c2ccc(-c3cc(C(C)=O)cs3)cc2)[C@@H]2C(=O)N(C)C(=O)[C@@H]21,0.7,1,1.1,-6,-1,-6,0,1,-4
O=C(C(NS(=O)(=O)c1cccs1)c1ccccc1)N1CCN(c2ccccc2)CC1 (stereo unspecified),-1.2,0.95,1.1,-7,-1,-1,5,-3,-4
O=C(NCc1cccc(Br)c1)C1CC(c2cc(C(F)(F)F)cc(C(F)(F)F)c2)=NO1 (stereo unspecified),5.5,1.2,0.93,7,-16,-4,-24,-1,-14
O=C(OCC(=O)N1CCCCC1)c1cc(S(=O)(=O)N2CCOCC2)c(Cl)cc1Cl,-0.7,0.92,1,-4,-5,-6,8,-1,1
